Assay outcomes deposited in PubChem BioAssay by The Scripps Research Institute Molecular Screening Center.
PLC-gamma1 inh: PLC-gamma1 enzyme inhibitors, primary screen, biochemical, fluorescence, purified enzyme | inhibition, % at 12.2 µM | hit rate 0.84% among 370,000 | 1-phosphatidylinositol 4,5-bisphosphate phosphodiesterase gamma-1 (Homo sapiens), P19174 | fluorogenic substrate | AID 720700, 2013; in the data active = inhibition above about 9.5%
MBD2 inh: inhibitors of MBD2 binding to methylated DNA, primary screen, biochemical, TR-FRET, DNA-binding domain, human; hit rate 0.31% among 370,000; AID 686964, 2013; MBD2 binding to methylated oligonucleotide; inhibition, % at 4.4 µM; Methyl-CpG-binding domain protein 2 (Homo sapiens), Q9UBB5; in the data active = inhibition above about 13%
UHRF1 binding: UHRF1 methylated DNA binding inhibitors, primary screen, counter-screen for MBD2 inhibitor project, biochemical, TR-FRET, human UHRF1, single concentration; UHRF1 binding to methylated oligo; E3 ubiquitin-protein ligase UHRF1 (Homo sapiens), Q96T88; inhibition, % at 4.4 µM; hit rate 0.75% among 370,000; in the data active = inhibition above about 21%;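 note: UHRF1 SRA domain binding a hemimethylated CpG hairpin DNA probe; 0% = median of test compound wells and 100% = reference inhibitor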
Target sequence (Q96T88 whole entry, looked up, the tested form may be a part): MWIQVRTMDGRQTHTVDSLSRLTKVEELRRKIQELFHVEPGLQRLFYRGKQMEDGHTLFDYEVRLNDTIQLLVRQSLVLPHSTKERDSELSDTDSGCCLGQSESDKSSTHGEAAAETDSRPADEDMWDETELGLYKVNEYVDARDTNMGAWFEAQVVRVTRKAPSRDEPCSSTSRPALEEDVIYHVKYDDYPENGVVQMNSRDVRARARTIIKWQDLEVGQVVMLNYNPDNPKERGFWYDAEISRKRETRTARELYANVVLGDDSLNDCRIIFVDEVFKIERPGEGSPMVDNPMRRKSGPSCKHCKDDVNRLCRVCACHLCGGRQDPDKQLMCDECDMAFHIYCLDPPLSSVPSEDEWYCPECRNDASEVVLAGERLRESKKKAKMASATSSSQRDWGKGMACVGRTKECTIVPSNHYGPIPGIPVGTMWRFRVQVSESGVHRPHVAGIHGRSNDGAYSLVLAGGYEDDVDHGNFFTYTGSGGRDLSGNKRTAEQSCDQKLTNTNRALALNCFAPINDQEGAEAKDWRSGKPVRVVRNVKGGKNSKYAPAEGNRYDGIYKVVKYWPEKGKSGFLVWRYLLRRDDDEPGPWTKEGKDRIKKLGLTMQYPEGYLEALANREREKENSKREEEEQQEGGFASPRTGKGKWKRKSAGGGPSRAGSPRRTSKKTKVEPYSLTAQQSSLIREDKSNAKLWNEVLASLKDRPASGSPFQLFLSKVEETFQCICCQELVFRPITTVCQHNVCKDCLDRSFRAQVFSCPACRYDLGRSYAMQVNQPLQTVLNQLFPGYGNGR
DDE Tn7 FP inh: inhibitors of Tn7 peptide binding to fibrin DD(E), primary screen, biochemical, fluorescence polarization, human fibrin, Tn7 probe | Fibrinogen beta chain (Homo sapiens), P02675 | FP displacement of FITC-Tn7 peptide from fibrin DD(E); 0% = median of compound wells per plate | inhibition, % at 8.3 µM | hit rate 0.13% among 370,000 | AID 720508, 2013;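 active = inhibition above the mean of compounds falling within the control limits plus 3 SD of them, cut at about 14% in these data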;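 note: 0% = plate median of compound wells and 100% = 10 µM Aha-Tn7 peptide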
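Measure: % inhibition scaled between sample-field median and high-control FP; Test system: human fibrin DD(E); Quantity: 2 µM final DD(E) protein; Doses: one dose, 8.3 µM nominal; Schedule: compound with protein 10 min, then 3 h after probe, room temperature; Detection: fluorescence polarization; Medium: Tris buffer with calcium and detergent, pH 7.8.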
PLC-beta3 inh: human PLC-beta3 inhibitors, primary screen, biochemical, fluorescence; Purified PLC-beta3, fluorogenic substrate; inhibition, % at 12.2 µM; hit rate 0.18% among 370,000; AID 720704, 2013; in the data active = inhibition above about 11%;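 note: 0% = median of compound wells on plate and 100% = full blocker control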
ARFGAP1 inh: inhibitors of rat ARFGAP1 GAP activity, primary screen, biochemical, fluorescence polarization, GDP tracer. ADP-ribosylation factor GTPase-activating protein 1 (Rattus norvegicus), Q62848. Arfgap1-stimulated ARF1 GTP hydrolysis, GDP FP detection. inhibition, % at 16.5 µM. hit rate 0.26% among 360,000;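 active = inhibition above a per-plate limit, mean inhibition of low control wells plus 3 SD, cut at about 25% in these data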;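 note: 0% = DMSO wells with enzyme and 100% = wells lacking Arfgap1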
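Material – truncated rat Arfgap1 GAP domain · Buffer or medium – HEPES-based buffer, pH 7.5 · Reagent – human ARF1(Δ1-17)-GTP substrate · Dosing – 16.5 µM single point, 1.26% DMSO · Schedule – GTP hydrolysis reaction 2 h at 25 °C · Technique – GDP detection by fluorescence polarization · Benchmarks – No-Arfgap1 wells (100%) versus DMSO full-reaction wells (0%) · Repeats – single replicate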
DDE Tn6 FP inh: inhibitors of Tn6 peptide binding to fibrin DD(E), primary screen, biochemical, fluorescence polarization, human fibrin, Tn6 probe; Fibrinogen beta chain (Homo sapiens), P02675; Fibrin DD(E) TRITC-Tn6 fluorescence polarization displacement; inhibition, % at 8.3 µM; hit rate 0.21% among 370,000;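 active = inhibition above a per-campaign cutoff: mean of compounds within control limits plus 3 SD, cut at about 15% in these data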;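 note: 0% = median of all compound wells on the plate and 100% = blocking peptide control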
ASAP1 inh: inhibitors of human ASAP1 ArfGAP activity, primary screen, biochemical, fluorescence polarization | hit rate 0.19% among 360,000 | ASAP1-stimulated ARF1 GTP hydrolysis, GDP FP detection | Arf-GAP with SH3 domain, ANK repeat and PH domain-containing protein 1 (Homo sapiens), … | inhibition, % at 16.5 µM; in the data active = inhibition above about 25%;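 note: 0% = vehicle with enzyme and substrate and 100% = no enzyme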
proKLK7 act: proKLK7 zymogen activators, primary screen, biochemical, fluorescence intensity. Kallikrein-7 (Homo sapiens), P49862. purified proKLK7, EDANS-DABCYL substrate fluorescence; 100% is mature enzyme control, 0% vehicle. activation, % at 7 µM. hit rate 0.9% among 370,000. AID 652039, 2013;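 active = activation above the mean of all tested compounds plus 3 SD, computed per campaign excluding outliers beyond control limits, cut at about 13% in these data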
Target sequence (P49862 whole entry, looked up): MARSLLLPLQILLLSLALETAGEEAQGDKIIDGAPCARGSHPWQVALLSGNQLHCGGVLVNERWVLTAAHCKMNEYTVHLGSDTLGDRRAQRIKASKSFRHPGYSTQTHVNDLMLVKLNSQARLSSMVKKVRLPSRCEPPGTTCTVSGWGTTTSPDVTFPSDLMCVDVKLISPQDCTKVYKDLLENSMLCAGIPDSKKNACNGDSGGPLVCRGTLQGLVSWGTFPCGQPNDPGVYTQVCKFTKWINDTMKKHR
ADAM17 inh: ADAM17 inhibitors, primary screen, biochemical, QFRET; Disintegrin and metalloproteinase domain-containing protein 17 (Homo sapiens), P78536; recombinant ADAM17, EDANS/DABCYL FRET peptide cleavage; inhibition, % at 6.95 µM; hit rate 0.83% among 370,000; AID 720648, 2013;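 active = inhibition above the mean of compounds lying between control limits plus 3 SD, set per campaign, cut at about 8.5% in these data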;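 note: 0% = DMSO-only wells as the low control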
* = called active by the depositor; / = not tested or not shown; & = joins results of further samples.

SMILES | PLC-gamma1 inh | MBD2 inh | UHRF1 binding | DDE Tn7 FP inh | PLC-beta3 inh | ARFGAP1 inh | DDE Tn6 FP inh | ASAP1 inh | proKLK7 act | ADAM17 inh
CCN(CC)c1ccc(/C=N/NC(=O)c2ccoc2C)cc1 | -43 | -2 | -3 | -3 | -52 | 4 | -3 | -3 | 0.8 | -31
C[C@@H]1CN([C@H](C)CO)C(=O)CCCn2cc(nn2)CO[C@H]1CN(C)S(=O)(=O)c1ccc2ccccc2c1 | 1 | -2 | 1 | 2 | -2 | 5 | -3 | 13 | -0.5 | -2
CCOC(=O)C1=C[C@@H](CC)N(S(=O)(=O)c2ccc(C)cc2)[C@H]1c1ccccc1 | 1 | -2 | 0 | 3 | -1 | -1 | 0 | 5 | 0.7 | -1
COc1ccc(CCc2nc(C)ccc2O)cc1 | 5&-3 | 0&-4 | 1&2 | -1&-3 | -15&-1 | -3&-1 | 3&1 | 2&-12 | -0.5&-0.4 | -11&-11
CCCCCCCCCOC(=O)C1N2C(=O)[C@@H](NC(=O)COc3ccccc3)[C@H]2SC1(C)C (some centres not stated) | 1 | -3 | 0 | 3 | 4 | -6 | -1 | 1 | -0.1 | -3
Cc1ccc(O)c(C2=Nc3ccccc3N=C(c3cccc([N+](=O)[O-])c3)C2)c1 | -29 | 0 | -1 | -3 | -32 | 7 | -2 | 9 | -0.2 | -5
CS(=O)(=O)c1ccc(Nc2nc(C(N)c3ccccc3)cs2)cc1 (configuration not stated) | -10 | -6 | 1 | -1 | -11 | -4 | -1 | -2 | -0.3 | -5
COc1ccc(CCNC(=O)NC2CCCCC2)cc1OC | 2 | -2 | 2 | -1 | 1 | 0 | -1 | -8 | -0.4 | -2
S=C(c1ccc(-c2cc(Cl)ccc2Cl)o1)N1CCOCC1 | 0 | 0 | 5 | -2 | 0 | 7 | 4 | -5 | 0.7 | -8
O=C(NNc1ncc(C(F)(F)F)cc1Cl)c1c(Cl)cccc1Cl | 0 | 5 | -2 | -4 | 3 | 3 | -8 | 8 | 0.1 | 3
COc1ccc(CNC(=O)c2cc(C)nn2-c2ccccc2)cc1 | 1 | -2 | 12 | -4 | -4 | -12 | 2 | 8 | 0.1 | -4
Cc1ccc(C(=O)Nc2nc(-c3ccccn3)cs2)cc1S(=O)(=O)N1CCOCC1 | -32 | -2 | -4 | -1 | -50 | 12 | -6 | 2 | -0.7 | 3
CCS(=O)(=O)c1ccc2c(c1)N(S(=O)(=O)c1ccccc1)CC(C(=O)O)O2 (configuration not stated) | 0 | 4 | 2 | 3 | -1 | -4 | -3 | -6 | 0.3 | -6
CCOC(=O)c1c(NC(=O)/C=C/C(=O)O)sc(C)c1-c1ccc(Cl)cc1 | -9 | 0 | 5 | -2 | -14 | -18 | -4 | 6 | 0.2 | 1
Cc1ccccc1OCCC(=O)OCC(=O)NNC(=O)c1cccs1 | -5 | -3 | -1 | 11 | -7 | 4 | 2 | -2 | -0.1 | -3

Of the compounds above, 2 contain a thiophene ring, fused or not.
SMILES | PLC-gamma1 inh | MBD2 inh | UHRF1 binding | DDE Tn7 FP inh | PLC-beta3 inh | ARFGAP1 inh | DDE Tn6 FP inh | ASAP1 inh | proKLK7 act | ADAM17 inh
CCOC(=O)c1c(NC(=O)/C=C/C(=O)O)sc(C)c1-c1ccc(Cl)cc1 | -9 | 0 | 5 | -2 | -14 | -18 | -4 | 6 | 0.2 | 1
Cc1ccccc1OCCC(=O)OCC(=O)NNC(=O)c1cccs1 | -5 | -3 | -1 | 11 | -7 | 4 | 2 | -2 | -0.1 | -3

Carrying on:
SMILES | PLC-gamma1 inh | MBD2 inh | UHRF1 binding | DDE Tn7 FP inh | PLC-beta3 inh | ARFGAP1 inh | DDE Tn6 FP inh | ASAP1 inh | proKLK7 act | ADAM17 inh
c1coc(CSc2ncnc3c2oc2ccccc23)c1 | 0 | 3 | 4 | -6 | -5 | 8 | -4 | 0 | 0.3 | -1
N#Cc1ccc(C(=O)OCCc2cc3ccccc3c(=O)o2)cc1 | 2 | -2 | 1 | 1 | -2 | -8 | -6 | 5 | 0.1 | -1
O=C(/C=C/Nc1ccc(S(=O)(=O)Nc2ncccn2)cc1)c1cccs1 | -5 | 0 | -2 | -3 | -12 | 3 | 2 | 0 | 0.3 | -2
CC(=O)Nc1ccc(NC(=O)C(C)n2c3ccccc3c3nc(=O)cc(C)n32)cc1 (configuration not stated) | 1 | 2 | -3 | 7 | -7 | -1 | 7 | 1 | 0.2 | -1
O=C(CN1C(=O)CC(c2ccccc2)=Nc2ccccc21)NC1CCCCC1 | 2 | -2 | -3 | 0 | 2 | 3 | 7 | -9 | -0.1 | -1
COc1ccc(NC(=O)Cc2nnc(N)s2)cc1 | -4 | -2 | -3 | -3 | -8 | -2 | -2 | -3 | 0.2 | -2
Cc1[nH]c(=O)[nH]c(=O)c1S(=O)(=O)N1CCCC(C(=O)NCCc2ccccc2)C1 (configuration not stated) | 0 | -1 | 0 | -1 | -2 | -4 | 9 | 7 | 0.1 | -2
COc1cccc(C(=O)Nc2nnc(S(=O)(=O)N(C)Cc3ccc(F)cc3)s2)c1 | -65 | 2 | 2 | 4 | -110 | 7 | -13 | 5 | -0.4 | 0
COc1ccc(/C=N/NC(=O)c2ccc(Br)cc2)c(OC)c1 | -30 | -2 | -1 | -2 | -39 | -2 | 4 | 13 | 0.5 | -1
COc1ccc(Nc2ccc(N3C(=O)CCC3=O)cc2[N+](=O)[O-])cn1 | 0 | 5 | -2 | 5 | -5 | -7 | 4 | -6 | -0.1 | -4
COc1ccc(C(=O)CSc2nnc3ccc(-c4ccccn4)nn23)cc1 | -2 | 2 | -2 | -1 | -11 | 4 | 1 | -7 | 0.1 | -2
CN(Cc1ccccc1)C(=O)c1ccc(Nc2nc(C(N)COCc3ccccc3)cs2)nc1 (configuration not stated) | -16 | 3 | -3 | -1 | -28 | 12 | -4 | 15 | -1.0 | -2
CN(Cc1ccccc1)C(=O)OCc1cn(Cc2cccc(F)c2F)nn1 | -2 | -2 | -1 | -1 | 1 | / | -1 | / | 0.8 | 0
O=C(NNc1nc(N2CCCC2)nc(N2CCCC2)n1)c1ccccc1 | -2 | 10 | 17 | 10 | 1 | -3 | 15 | -17 | -0.3 | -2
CN(C)/C=C/c1onc(-c2ccccc2Cl)c1C#N | -25 | 9 | 1 | 6 | -35 | -10 | 4 | 8 | -1.6 | -7
O=C(Nc1cccnc1)c1ccc(S(=O)(=O)N2CCCCCC2)cc1 | -2 | 1 | 0 | 6 | -2 | -3 | -11 | 2 | 0.3 | -5
CC(C)C(=O)Nc1c2c(nn1-c1ccc(F)cc1)CS(=O)(=O)C2 | 1 | -9 | 0 | 7 | 4 | -3 | 6 | 1 | -0.2 | -4
O=C(Cn1c(=O)oc2cc(S(=O)(=O)N3CCCC3)ccc21)N1CCCC1 | -1 | 0 | -2 | 0 | 3 | -4 | -1 | 11 | -0.6 | 0
CS(=O)(=O)NCc1ccc(C(=O)NCc2ccccc2)cc1 | -1 | 4 | 1 | 4 | -5 | 11 | 1 | -2 | -0.5 | -4
Cc1ccccc1NC(=O)Cc1nnc(SCC(=O)N2CCN(c3ccccc3)CC2)n1C | -3 | 2 | 1 | 4 | 1 | -1 | 6 | -3 | 0.2 | -8
S=C1Cc2ccccc2C(c2ccc(Cl)cc2)N1 (configuration not stated) | -13 | 0 | -4 | 0 | -18 | 3 | -6 | 1 | -1.5 | -7
O=C(Nc1ccccc1)c1cc(C2CCCCN2C(=O)OCCF)on1 (configuration not stated) | 1 | -4 | -1 | -4 | 1 | -5 | -5 | 8 | -0.1 | -6
Cc1cc(=O)oc2cc(OCC#N)ccc12 | -45 | 9 | 3 | 3 | -56 | 9 | -3 | 16 | -10 | -104
c1csc(CCNc2ncnc3sc4c(c23)CCC4)c1 | 1 | 3 | 0 | 5 | 0 | -1 | 8 | -2 | -0.6 | 2
Cc1ccc(P(=Nc2ccccc2)(N2CCOCC2)N2CCOCC2)o1 | 2 | 1 | 1 | -3 | 2 | 15 | -6 | -10 | 0.2 | 2
O=c1c(Cl)c(NC2CC2)cnn1-c1ccccc1 | 2 | 0 | 0 | -2 | -9 | 7 | -2 | 1 | 0.0 | -5
O=C(COC(=O)/C=C/c1cccc(C(F)(F)F)c1)NCc1ccc(F)cc1 | -2 | -1 | 3 | -2 | -7 | 10 | -9 | -3 | -0.2 | 0
CCCCNC(=O)CSc1nc(COc2ccccc2)nc2ccccc12 | 1 | 2 | -2 | 2 | -1 | -1 | 7 | -10 | 0.1 | 0
COc1ccc(Cc2nnc(NC(=O)c3ccc(OC)c(OC)c3)s2)cc1OC | 1 | 3 | -2 | 2 | -6 | 6 | 5 | 2 | 0.7 | -6
CCOC(=O)c1nn(-c2ccccc2)c2nc(-c3ccc(OC)cc3)c(C#N)c(=O)n12 | -8 | 2 | -3 | 4 | -8 | -7 | 2 | 3 | 0.2 | -7
CCc1ccc(NC(=O)CC2C(=O)Nc3c2c(=O)n(C)c(=O)n3C)cc1 (configuration not stated) | -2 | 6 | 15 | 0 | -3 | -12 | -1 | -9 | -0.1 | -5
COc1cccc(/C=N/NC(=O)C(C)n2nc(C)c([N+](=O)[O-])c2C)c1O (configuration not stated) | -2 | 0 | -2 | -1 | -1 | 2 | 3 | -1 | -0.3 | -1
CC1CN(C(=O)CN(C)S(=O)(=O)c2ccc3ccccc3c2)CC(C)O1 (configuration not stated) | 0 | 4 | -1 | 0 | -7 | 2 | 3 | 5 | -0.1 | -4
CC(C)Cn1c(SCC(=O)N2CCN(C(=O)c3ccco3)CC2)nc2ccccc2c1=O | 0 | 2 | 2 | 1 | -2 | 4 | -11 | 11 | 0.0 | 2
Cc1ccc(N(CC(=O)NCCSc2nc3ccccc3s2)S(=O)(=O)c2ccccc2)c(C)c1 | -1 | -4 | 0 | 2 | -2 | 15 | -7 | 6 | -0.1 | 5
CCOC(=O)C1=C(C)N(CCCC(=O)O)C(=O)NC1c1cccc(OC)c1 (configuration not stated) | 2 | 4 | -2 | -4 | 2 | 2 | -7 | 1 | -0.5 | -2
